# Tb PYK inh: inhibitors of Trypanosoma brucei pyruvate kinase | Q57TT1 | TbPYK enzyme, Kinase-Glo Plus ATP luminescence, 45 min | Potency, µM (doses to about 76.8 µM), for the others: top-dose activity, negative = inhibition, actives largely listed as inhibitors | actives 0.12% (n = 410,000) | AID 624173; note: potency is the fitted concentration of half-maximal effect; % is set by controls: 0 for no effect and ±100 for the full control effect; nearly all actives have a fitted effect of over 50% in size
#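 Quantitative HTS: titrated library compounds versus trypanosomal pyruvate kinase in TEA buffer (pH 7.2) containing KCl, MgCl2, BSA and Tween-20. Reactions were initiated with ADP, 130 uM final. Kinase-Glo Plus luminescence was read after 45 min at RT.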
# Pf growth 96h: P. falciparum growth inhibition at 96 hours. P. falciparum luciferase reporter growth, 96 h. Potency, µM (titrated, usually from 28.7 µM), for inactives: at the top dose activity change, negative = inhibition, usual class: inhibitors. actives 6.9% (n = 320,000). AID 504834; note: potency is the fitted concentration of half-maximal effect; % is set by controls: 0 for no effect and ±100 for the full control effect
#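 P. falciparum expressing integrated firefly luciferase, in erythrocytes at 2% hematocrit, 0.05% parasitemia, incubated with compounds 96 h at 37 C, 5% CO2. Growth inhibition read as loss of luminescence; two-generation exposure targets delayed-death apicoplast inhibitors.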
# Shiga toxin inh: Shiga toxin inhibition; inhibition, % at 38.7 µM; actives 9.2% (n = 290,000); AID 2315; Vero cells, Shiga toxin protein synthesis inhibition reporter; in the data active = inhibition mostly above about 28%, no sharp cut-off; inactive = mostly below about 43%; note: 0% is about no effect
# Pf growth 48h: P. falciparum growth inhibition at 48 hours (one generation); P. falciparum luciferase growth in erythrocytes, 48 h; Potency, µM (doses to about 28.7 µM), for the others: at the top dose activity change, negative = inhibition, hits mostly inhibitors; actives 5.9% (n = 310,000); note: potency is the fitted concentration of half-maximal effect; % is set by controls: 0 for no effect and ±100 for the full control effect
#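 Luciferase-expressing P. falciparum in infected erythrocytes (2% hematocrit, 0.1% parasitemia final) in RPMI 1640/0.5% Albumax were exposed to compound for 48 hours at 37 C, 5% CO2; growth read as luminescence.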
# AMA1 RON2 block: AMA1-RON2 (P. falciparum) interaction inhibition. AlphaScreen AMA1-biotinylated RON2 peptide binding. Potency, µM (doses to about 58.2 µM), inactives show at the top dose activity change, negative = inhibition, most hits filed as inhibitors. actives 0.2% (n = 360,000). AID 720542;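 note: potency is the fitted concentration of half-maximal effect; 0% = vehicle wells and -100% = peptide control; nearly all actives have a fitted effect of over 45% in size; some results filed as inactive show a strong effect at the top dose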
#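 AMA1 (3D7) with his tag at 25 nM final met compounds first, then biotinylated RON2 peptide at 25 nM; detection used donor plus acceptor beads, 10 µg/mL apiece, read by AlphaScreen after 30 min at room temperature.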
# LmPK inh: LmPK (Leishmania mexicana) enzyme inhibition. AID 1721. actives 0.37% (n = 290,000). purified LmPK, Kinase-Glo ATP luminescence, 1 h. Q27686. Potency, µM (series often up to 57.5 µM), without a hit: top-dose activity change, negative = inhibition, most hits filed as inhibitors; note: potency is the fitted concentration of half-maximal effect; % is set by controls: 0 for no effect and ±100 for the full control effect
# Target sequence (Q27686 whole entry, looked up): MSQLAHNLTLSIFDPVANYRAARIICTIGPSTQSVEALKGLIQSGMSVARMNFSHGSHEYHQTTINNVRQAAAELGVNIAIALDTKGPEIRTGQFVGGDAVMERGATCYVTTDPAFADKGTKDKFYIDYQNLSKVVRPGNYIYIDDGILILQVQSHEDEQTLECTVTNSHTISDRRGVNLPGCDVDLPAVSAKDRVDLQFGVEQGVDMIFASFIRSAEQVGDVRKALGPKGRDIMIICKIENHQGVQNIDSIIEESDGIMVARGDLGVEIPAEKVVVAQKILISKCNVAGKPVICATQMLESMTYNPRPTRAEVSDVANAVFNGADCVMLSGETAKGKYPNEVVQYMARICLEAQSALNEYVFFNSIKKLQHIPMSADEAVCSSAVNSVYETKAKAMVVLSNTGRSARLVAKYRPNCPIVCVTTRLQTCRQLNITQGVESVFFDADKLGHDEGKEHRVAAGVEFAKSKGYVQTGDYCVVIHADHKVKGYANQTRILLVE
#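 Kinase-Glo luminescence read after 1 h RT reaction of 0.1 nM LmPK with 0.5 mM PEP and 0.1 mM ADP. Activity scaled between uninhibited and enzyme-free controls.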
# CHX counter: counter-screen hit for Shiga toxin inhibitors, cycloheximide. cell reporter, cycloheximide protein synthesis inhibition counterscreen. max response, %. actives 12% (n = 300,000). AID 2314; in the data active = max response mostly above about 13%, no sharp cut-off; inactive = mostly below about 14%; note: read at 38.3 µM for the half of the compounds with a filed dose; 0% is about no effect
# The depositor's hits bear a star; ? = inconclusive; . = no result given; [ ] = dose if it differs, or a comment. Unless noted, calls come from the whole dose curve; as a rule, active = well fitted curve in the direction sought with a large enough effect; inconclusive = small, poorly fitted or top-dose-only effect, or another doubt; inactive = no such curve, though single readings can be large; an effect the other way counts as inactive or inconclusive.
SMILES,Tb PYK inh,Pf growth 96h,Shiga toxin inh,Pf growth 48h,AMA1 RON2 block,LmPK inh,CHX counter
O=C(CCc1ccccc1Cl)NC1CCCN(c2ccc(C(F)(F)F)cn2)C1 (centres undefined),0%,-25%,-5,?,7%,3%,6
O=C(CSc1ccccc1Cl)c1ccco1,-15%,37%[activator],49,52%[activator],0%,-13%,26*
CC(OC(=O)C1CCCCC1)C(=O)Nc1cccc(Cl)c1 (centres undefined),-5%,2%,-9,-10%,10%,4%,-2
CN(C)S(=O)(=O)c1cccc(NC(=O)CCc2nc3sc4c(c3c(=O)[nH]2)CCCC4)c1,-4%,?,.,?,-12%,.,.
Cc1ccc(OC(=O)c2c(C)nn(-c3ccccc3)c2C)cc1,2%,101%[activator],66*,234%[activator],-7%,6%,48*
CC(C)CNC(=O)C(=O)Nc1ccc2c(c1)N(S(=O)(=O)c1cccs1)CCC2,-2%,10µM*,.,?,-10%,.,.
COc1ccc2occ(C(=O)c3cccs3)c2c1,3%,299%[activator],96*,.,17%,-13%,40*
C#CC(CC)(CC)NC(=S)Nc1cccc(C(C)=O)c1,-3%,6%,26,?,-13%,0%,1
C=CCON1C(=O)C(=O)N(OCC=C)[C@H]2CCCC[C@H]21,-1%,30%,31,16%,-7%,-1%,-2
CCOc1ccccc1N(C(=O)CNC(=O)c1ccco1)C(C(=O)NC(C)(C)C)c1ccncc1 (centres undefined),7%,.,17,-34%,2%,4%,-2

# Compounds from the list above that have four or more nitrogen atoms (2):
SMILES,Tb PYK inh,Pf growth 96h,Shiga toxin inh,Pf growth 48h,AMA1 RON2 block,LmPK inh,CHX counter
CN(C)S(=O)(=O)c1cccc(NC(=O)CCc2nc3sc4c(c3c(=O)[nH]2)CCCC4)c1,-4%,?,.,?,-12%,.,.
CCOc1ccccc1N(C(=O)CNC(=O)c1ccco1)C(C(=O)NC(C)(C)C)c1ccncc1 (centres undefined),7%,.,17,-34%,2%,4%,-2

# (next part)
SMILES,Tb PYK inh,Pf growth 96h,Shiga toxin inh,Pf growth 48h,AMA1 RON2 block,LmPK inh,CHX counter
OCCN1CCN(C(=S)c2ccc(-c3ccccc3)cc2)CC1,?,14%,1,0%,-5%,4%,-2
O=C(Nc1cccc(NC(=O)c2ccco2)c1)c1cnccn1,4%,?,8,1%,23%,-9%,7
COc1ccc(-c2nc3nc(C)cc(Nc4cccc(C(F)(F)F)c4)n3n2)cc1,2%,0%,.,-1%,.,.,.
C=CCNC(=O)c1onc(CSc2cccc(OC)c2)c1C(=O)O,-8%,68%[activator],-2,28%,-5%,2%,-2
Cc1cc2[nH]c3c(c[n+](C)c4ccccc34)c2cc1C,-11%,?,-10,0.47µM*,-8%,-2%,6
CCC(C)NCC(=O)Nc1sc2c(c1C(N)=O)CCC2 (centres undefined),0%,30%,-4,.,99%[activator],3%,16
Cc1ccc(NC(=O)c2ccc(CNc3c(N4CCOCC4)c(=O)c3=O)cc2)cc1,8%,41%[activator],-13,.,0%,11%,-5
Cn1nc(C(F)(F)F)c(-c2ccc(Br)cc2)c1NC(=O)C1CCC1C(=O)O (centres undefined),-2%,10%,30,-3%,-3%,-1%,-3
Cc1cc(C(C)(C)C)ccc1OCCn1ccnc1,30%,?,-7,.,-22%,-1%,-3
O=C(Nc1ccnn1C1CCN(CC2CC=CCC2)CC1)c1ccccc1 (centres undefined),5%,13%,17,-10%,1%,-9%,-1

# Arranged by heavy-atom count (lowest first): 5 of the compounds above
SMILES,Tb PYK inh,Pf growth 96h,Shiga toxin inh,Pf growth 48h,AMA1 RON2 block,LmPK inh,CHX counter
Cc1cc(C(C)(C)C)ccc1OCCn1ccnc1,30%,?,-7,.,-22%,-1%,-3
OCCN1CCN(C(=S)c2ccc(-c3ccccc3)cc2)CC1,?,14%,1,0%,-5%,4%,-2
O=C(Nc1ccnn1C1CCN(CC2CC=CCC2)CC1)c1ccccc1 (centres undefined),5%,13%,17,-10%,1%,-9%,-1
COc1ccc(-c2nc3nc(C)cc(Nc4cccc(C(F)(F)F)c4)n3n2)cc1,2%,0%,.,-1%,.,.,.
Cc1ccc(NC(=O)c2ccc(CNc3c(N4CCOCC4)c(=O)c3=O)cc2)cc1,8%,41%[activator],-13,.,0%,11%,-5

# (further entries)
SMILES,Tb PYK inh,Pf growth 96h,Shiga toxin inh,Pf growth 48h,AMA1 RON2 block,LmPK inh,CHX counter
c1ccc(COc2cncc(-c3cccnc3)c2)cc1,-1%,?,.,10µM*,0%,.,.
O=C(COC(=O)[C@@H]1CCCN1C(=O)c1cccs1)NCCc1ccccc1,-1%,80%[activator],17,.,13%,0%,-1
Cc1cc(C)c2ccc3c(C)c(C)nc3c2[nH]1,-6%,-54%,32,3.7µM*,-26%,-13%,24
Nc1ccccc1NC1=CC(=O)CC(c2ccccc2)C1 (centres undefined),.,?,45,24%,.,13%,22*
CCOC(=O)c1sc(NC(=O)COC(=O)CNC(=O)c2ccco2)c(C(=O)OCC)c1C,-3%,?,9,-21%,24%,2%,1
O=C(Nc1ccncc1)c1cccc(S(=O)(=O)N2CCN(c3ccc(F)cc3)CC2)c1,3%,12µM*,.,?,-27%,.,.
CC(=O)c1cccc(NC(=S)N2CCN(S(=O)(=O)c3ccccc3)CC2)c1,2%,4.1µM*,50,?,?,-1%,9.7*
O=C(CN1C(=O)CC(c2ccccc2)=Nc2ccccc21)NCc1ccccc1,-1%,2%,16,-1%,6%,7%,-2
Cc1cccc(NC(=O)c2cnn(-c3ccc(F)cc3)c2C2CCNCC2)c1C,-10%,9%,18,2%,-11%,0%,-2
CC(C)C(=O)Nc1ccc2c(c1)nc(CCN1CCN(c3ccccn3)CC1)n2C,-2%,3%,-8,10%,5%,4%,8

# The closing 2 entries of the section above open the next one:
SMILES,Tb PYK inh,Pf growth 96h,Shiga toxin inh,Pf growth 48h,AMA1 RON2 block,LmPK inh,CHX counter
Cc1cccc(NC(=O)c2cnn(-c3ccc(F)cc3)c2C2CCNCC2)c1C,-10%,9%,18,2%,-11%,0%,-2
CC(C)C(=O)Nc1ccc2c(c1)nc(CCN1CCN(c3ccccn3)CC1)n2C,-2%,3%,-8,10%,5%,4%,8
CSCCC(NC(N)=O)C(=O)NCc1ccc(Cl)cc1 (centres undefined),-4%,.,-19,10%,0%,-3%,-1
O=C(NCc1cc2ccccc2[nH]1)C1CCC(=O)N(CCCN2CCCC2=O)C1 (centres undefined),1%,10µM*,-5,2%,25%,-1%,12
COc1ccc(NC(=O)CC(=O)Nc2ccc(OC)cc2OC)c(OC)c1,0%,?,-10,6%,-10%,2%,1
Cc1cc2cc(C)c3nnc(SCC(=O)NCc4ccc5c(c4)OCO5)n3c2cc1C,.,-10%,-9,-7%,19%,8%,-1
O=C(NC(CO)Cc1ccccc1)c1ccccc1 (centres undefined),2%,-2%,1,14%,-10%,1%,1
COc1ccc(OC)c(NC(=O)CCc2nnc3ccc(N4CCC(C)CC4)nn23)c1,2%,34%[activator],-4,?,0%,5%,-5
O=C(O)CC1CCCC(c2ccccc2)C1=O (centres undefined),1%,13µM*,-2,-6%,4%,2%,1
COc1ccc(CC(=O)NCc2nnc(SCC(=O)Nc3ccc(OC)cc3)n2C)cc1,2%,?,-19,2%,5%,-2%,-1
CCCOc1cccc(C(=O)NC(=S)Nc2cccc(C(F)(F)F)c2)c1,4%,?,28,.,14%,6%,-1
COc1ccc(NS(=O)(=O)c2cccc(C(=O)N/N=C/c3ccccc3OC)c2)cc1,1%,48%[activator],.,-10%,53%[activator],.,.
CCS(=O)(=O)n1nc(-c2ccc(OC)cc2)nc1SC,4%,.,63,86%[activator],-14%,-6%,24*
CCOc1ccc(CCNC(=O)CCNS(=O)(=O)c2ccc3c(c2)CCN3C(C)=O)cc1OCC,-3%,36%[activator],6,?,-10%,1%,-3
COc1cc(OC)cc(C(=O)OCC(=O)Nc2ccc(F)cc2F)c1,0%,28%,-9,2%,31%[activator],3%,2
Cc1cc(C)c(C#N)c(SCc2nc3ccccc3[nH]2)n1,-7%,-68%,94*,.,-8%,2%,36*
COc1ccc(CNS(=O)(=O)c2ccc(Br)s2)cc1,-8%,-7%,-5,18%,7%,-1%,-6
CCCCN(CC(=O)NCc1ccc(F)cc1)C(=O)c1ccco1,-1%,25%,1,16%,3%,0%,-3
CCn1c(SCC(=O)N2CCCc3ccccc32)nnc1-c1c[nH]c2ccccc12,0%,7%,-12,?,-8%,9%,-4
C=C(Cl)COc1ccc2c(CCCC)cc(=O)oc2c1,-6%,.,64,-23%,45%[activator],-4%,25*
NS(=O)(=O)c1ccc(CCNC(=O)C2CCCO2)cc1 (centres undefined),-2%,?,-7,49%[activator],1%,0%,-2
O=C(Cn1c(N2CCN(c3ccccc3)CC2)nc2ccccc21)c1ccccc1,-1%,?,10,18%,4%,-2%,3
CCOC(=O)Cn1c(-c2nonc2NC(=O)c2ccccc2F)nc2ccccc21,-3%,.,-14,.,20%,5%,-2
CCN(CC(=O)Nc1c(F)cccc1F)C(=O)c1ccccn1,3%,5%,.,-17%,24%,.,.
CCOP(=O)(OCC)c1nc(Cc2ccccc2)oc1NCc1ccccc1,-8%,10µM*,-4,9.3µM*,-8%,4%,-2
COc1ccc(CCNC(=O)c2ccc(N(C)S(=O)(=O)c3ccccc3)cc2)cc1,-3%,?,-7,2.1µM*,-3%,-5%,10
CCOC(=O)C(NC(=O)c1ccccc1OCC)(Nc1ncccn1)C(F)(F)F (centres undefined),-5%,.,-19,?,-2%,7%,4
O=C(C1COc2ccccc2O1)N1CCCC1 (centres undefined),-19%,?,20,.,23%,4%,15
Cc1ccc(-c2csc(NC(=O)/C=C/c3cccs3)n2)cc1C,-3%,?,-2,?,5%[2.32 µM],3%,-5
Cc1ccc(C(=O)NCCC(=O)NCc2ccco2)cc1,2%,10µM*,-5,28%,-5%,-3%,-3

# Single values from the results shown:
# C=CCNC(=O)c1onc(CSc2cccc(OC)c2)c1C(=O)O in CHX counter is entered as -2
# COc1ccc(OC)c(NC(=O)CCc2nnc3ccc(N4CCC(C)CC4)nn23)c1 in Shiga toxin inh is entered as -4
